Source: PubChem BioAssay
Hck-Nef inh: inhibitors of human Hck kinase activated by Nef; inhibition, % at 20 µM; hit rate 0.68% among 220,000; AID 463187; Recombinant Hck-YEEI plus Nef, Z-Lyte FRET kinase assay; P08631;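 active means Hck-Nef kinase inhibition above about 50%, limit read from the data; inactive means inhibition below that limit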;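 further: 0% = DMSO with Hck plus Nef and 100% = Hck alone without Nef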
EP2 modulator: modulators of human EP2 prostaglandin E2 receptor. P43116. EP2-expressing cells, cAMP HTRF FRET, PGE2 co-stimulation. induction, % at 25 µM. hit rate 0.83% among 260,000. AID 940;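 active means compounds whose cAMP rise, as percent of the full-agonist control response, exceeds 60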;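 further: rat C6 glioma line stably carrying human EP2 under a CMV promoter; the protocol text gives 20 µM as final concentration; 100% = response of wells given 1 µM PGE2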
TbHK1 inh: T. brucei hexokinase 1 inhibition. AID 1430. recombinant TbHK1, G6PDH-coupled NADH A340. inhibition, % at 10 µM. hit rate 0.11% among 220,000;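 active means inhibition of 50% or more in the single-dose primary screen; inactive means inhibition below 50%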
14-3-3 Bad PPI: disrupts binding of bovine 14-3-3 zeta to phospho-Bad peptide; P63103; TR-FRET 14-3-3zeta/Dy647-pBad peptide displacement, 1 h; inhibition, % at 21.7 µM; hit rate 0.71% among 220,000; AID 781;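 active means inhibition above about 70%, limit read from the data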;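 further: 0% = full 14-3-3 plus peptide FRET controls and 100% = background without 14-3-3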
Rad51 HR inh: blocks human Rad51 in homologous recombination; inhibition, % at 10 µM; hit rate 0.085% among 200,000; hRad51 DNA strand exchange, fluorescence dequenching;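 active means inhibition above 40% at the single screening dose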;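 further: 0% = DMSO control wells and 100% = blanks with heterologous ssDNA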
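Test system: preformed human Rad51 ssDNA filaments. Compound dosing: single dose, 10 µM final compound. Incubation: filaments 15 min 37 °C, then compound 30 min. Technique: FRET fluorescence dequenching, excitation 485 nm, emission 520 nm. Read-out basis: percent inhibition from fluorescence, normalised to plate control and blank means. Benchmarks: plate controls and plate blanks.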
EP2 antag: inhibitors of human EP2 prostaglandin E2 receptor; P43116; C6 glioma cells expressing human EP2, cAMP TR-FRET; cells stimulated with saturating PGE2; inhibition, % at 25 µM; hit rate 0.52% among 260,000;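 active means percent inhibition above 40 after rounding to a whole number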;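 further: rat C6 glioma host cells with rolipram phosphodiesterase inhibitor present; the protocol text gives 20 µM as final concentration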
Calpain2 inh: inhibitors of pig calpain II; purified calpain II, fluorogenic peptide substrate, 30 min; inhibition, % at 16 µM; hit rate 0.37% among 220,000;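 active means inhibition above about 50%, limit read from the data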
eIF4E 4G PPI: eIF4E/eIF4G interaction inhibition in translation initiation | P63073+Q04637 | TR-FRET eIF4E-eIF4GI(517-606) binding, 2 h | inhibition, % at 21.7 µM | hit rate 0.37% among 220,000;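 active means inhibition above about 30%, limit read from the data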;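 further: 0% = full FRET control wells and 100% = background wells lacking eIF4GI fragment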
Target sequence (P63073 whole entry, looked up, the tested form may be a part): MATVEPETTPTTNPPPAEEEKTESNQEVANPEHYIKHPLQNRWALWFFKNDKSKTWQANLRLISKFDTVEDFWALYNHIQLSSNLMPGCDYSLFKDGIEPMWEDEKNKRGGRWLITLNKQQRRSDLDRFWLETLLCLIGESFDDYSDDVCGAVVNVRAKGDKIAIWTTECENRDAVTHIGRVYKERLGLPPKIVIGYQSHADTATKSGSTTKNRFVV
Target sequence (Q04637 whole entry, looked up, the tested form may be a part): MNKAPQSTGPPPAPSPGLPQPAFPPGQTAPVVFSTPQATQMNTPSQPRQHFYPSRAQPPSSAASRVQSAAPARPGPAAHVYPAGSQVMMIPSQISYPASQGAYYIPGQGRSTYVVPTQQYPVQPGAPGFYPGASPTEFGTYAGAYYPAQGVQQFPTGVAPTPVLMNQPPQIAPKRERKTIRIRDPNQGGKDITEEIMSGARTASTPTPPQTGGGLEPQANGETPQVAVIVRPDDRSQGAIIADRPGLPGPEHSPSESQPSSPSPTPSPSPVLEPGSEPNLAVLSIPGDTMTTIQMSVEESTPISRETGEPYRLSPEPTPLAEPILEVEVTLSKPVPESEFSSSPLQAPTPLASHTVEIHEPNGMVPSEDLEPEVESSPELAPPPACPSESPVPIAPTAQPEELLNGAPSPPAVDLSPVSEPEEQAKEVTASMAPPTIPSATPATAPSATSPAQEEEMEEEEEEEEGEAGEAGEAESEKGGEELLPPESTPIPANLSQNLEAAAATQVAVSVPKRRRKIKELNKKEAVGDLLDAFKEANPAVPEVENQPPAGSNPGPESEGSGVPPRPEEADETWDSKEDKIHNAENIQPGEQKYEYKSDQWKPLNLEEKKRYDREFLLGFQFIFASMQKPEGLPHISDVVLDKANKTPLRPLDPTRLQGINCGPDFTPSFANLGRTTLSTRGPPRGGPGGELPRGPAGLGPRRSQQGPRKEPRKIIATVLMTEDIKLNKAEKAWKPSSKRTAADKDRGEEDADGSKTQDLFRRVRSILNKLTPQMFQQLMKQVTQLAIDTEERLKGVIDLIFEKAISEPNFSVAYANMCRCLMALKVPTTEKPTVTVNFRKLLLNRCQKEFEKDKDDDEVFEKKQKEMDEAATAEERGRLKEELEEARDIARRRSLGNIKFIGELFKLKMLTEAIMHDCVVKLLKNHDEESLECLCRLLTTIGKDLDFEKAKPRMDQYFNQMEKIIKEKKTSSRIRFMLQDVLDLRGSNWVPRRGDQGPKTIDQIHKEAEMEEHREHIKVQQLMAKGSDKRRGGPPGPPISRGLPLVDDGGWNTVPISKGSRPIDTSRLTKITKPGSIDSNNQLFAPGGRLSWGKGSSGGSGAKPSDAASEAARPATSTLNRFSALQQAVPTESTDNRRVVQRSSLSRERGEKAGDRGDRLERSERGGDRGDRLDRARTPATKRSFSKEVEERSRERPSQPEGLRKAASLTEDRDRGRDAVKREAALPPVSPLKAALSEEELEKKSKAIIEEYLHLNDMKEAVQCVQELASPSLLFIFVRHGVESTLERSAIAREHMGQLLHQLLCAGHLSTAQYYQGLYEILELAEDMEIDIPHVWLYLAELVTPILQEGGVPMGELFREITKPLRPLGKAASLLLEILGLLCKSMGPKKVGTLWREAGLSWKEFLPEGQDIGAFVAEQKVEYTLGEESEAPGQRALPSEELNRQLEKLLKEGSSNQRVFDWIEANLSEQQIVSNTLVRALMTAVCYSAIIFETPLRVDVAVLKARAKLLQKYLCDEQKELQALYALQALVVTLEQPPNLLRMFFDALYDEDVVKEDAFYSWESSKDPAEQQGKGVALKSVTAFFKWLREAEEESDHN
zVAD death inh: L929 zVAD cell death inhibition. L929 zVAD necroptosis rescue, ATP luminescence, 24 h; with zVAD 60 µM. viability rescue, % at 10 µM. hit rate 0.38% among 220,000;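 active means activation, scaled between plate controls, above about 75%, limit read from the data; inactive means activation under that limit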;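 further: 0% = zVAD with DMSO and 100% = DMSO alone without zVAD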
* = called active by the depositor; i = inactive; nt = no result given; & = joins results of further samples; [ ] = dose if it differs, or a comment. Some of the compounds tested. The share of hits here may be higher or lower than overall.

SMILES	Hck-Nef inh	EP2 modulator	TbHK1 inh	14-3-3 Bad PPI	Rad51 HR inh	EP2 antag	Calpain2 inh	eIF4E 4G PPI	zVAD death inh
COc1ccc(-c2cc(C(F)(F)F)n3nc(C(=O)O)nc3n2)cc1	2	13	-39	24	nt	nt	-185	-4[fluorescence artefact?]	0.8
COc1ccc(CNC(=O)c2ccc(-c3ccccc3)cc2)cc1OC	6	-29	20	1	-2	8	-10	1	0.6
COc1ccc(C)cc1NC(=O)Nc1ccccc1	2	-13	0	-7	6	10	8	7	2.6
COc1ccc(Cc2nnc(SCc3nc4ccccc4c(=O)[nH]3)n2C)cc1	-1	-21	-1	64	-2	6	-13	6	0.2
Cc1ccccc1C(=O)c1cccn1CC(=O)NCc1ccccc1	-2	15	-16	-1	nt	2	1	0	0.0
COc1ccc(S(=O)(=O)NCCOc2ccccc2)cc1C	21	-7	-2	-6	5	5	-15	-4	5.2
COc1ccc(-c2nn(-c3ccccc3)cc2/C=C/C(=O)OCC(=O)Nc2ccc(C#N)cc2)cc1	8	20	29	-6	11	6	-65	-10	4.1
CCCCOc1ccc(-c2cn3ccccc3n2)cc1[N+](=O)[O-]	2	-27	-3	-10	2	9	15	1	2.5
Nc1ncnc2nc(SCC(=O)N3CCN(c4ccccc4)CC3)[nH]c12	0	22	-9	-3[fluorescence artefact?]	4	9	13	-5[fluorescence artefact?]	-0.2
O=C(Nc1ccccc1)c1ccc(C(=O)Nc2ccccc2)nc1	16	-19	-3	-1	nt	7	-60	-1	1.2
Cc1ccc(-c2cc(C(=O)N/N=C/C=C/c3ccco3)c3ccccc3n2)cc1C	2	10	-19	-9	nt	nt	-34	0	-1.0
COc1ccccc1NC(=O)Nc1nnc(CC(=O)Nc2cccc(C)c2)s1	15	-2	0	5	-10	3	10	3	0.2
NS(=O)(=O)c1ccc(NC(=S)Nc2nn(Cc3ccc(Cl)cc3Cl)cc2Cl)cc1	7	4	-1	-13	1	9	24	3[fluorescence artefact?]	0.6
Cc1c(Nc2ccc(C=O)cc2)c(=O)n(-c2ccccc2)n1C	21	-6	-48	-10	-9	4	-27	-1	1.1
Cn1c(NNC(=O)C2CCCCC2)cc(=O)n(C)c1=O	15	5	-3	-8	6	14	-26	0	2.1
Cc1ccc(N2C(=O)C(Cc3ccc(O)cc3)NC2=S)cc1C (stereo not given)	2	43	6	4[fluorescence artefact?]	3	9	4	2	-0.1
Cc1ccc(S(=O)(=O)N2CCN(CC(=O)N(CC(C)C)c3c(N)n(CC(C)C)c(=O)[nH]c3=O)CC2)c(C)c1	2	-10	-1	-3	-2	5	-10	2	0.5
CCOc1ccc(/C=N/NC(=O)Cc2csc(Nc3cccc(C(F)(F)F)c3)n2)cc1	-22	-23	-4	-2	4	5	-34	13	2.1
Cc1cccc(Nc2nnc(SCC(=O)Nc3ccccc3[N+](=O)[O-])s2)c1	-1	-3	-1	-11	4	5	27	-4	0.1
C=CC[n+]1c(-c2ccc(OC)c(OC)c2)csc1NNC(=O)Nc1ccccc1	2	-29	1	3	4	4	-11	1	0.3
O=C(CN1CCCC1)NC(=O)NC1CCCC1	23	33	-2	-14	29	6	-39	6	3.1
Cc1ccc(SCC(=O)Nc2ccc3c(c2)C(=O)NC3=O)cc1	7	-26	-6	-2	6	4	16	-3	1.2
CCOC(=O)C1CCN(C(=O)Cc2cccc3ccccc23)CC1	9	4	23	-2	-3	12	4	5	0.8
O=C(Nc1ccc(O)c2c(=O)cc(-c3ccccc3Cl)oc12)c1ccccc1Cl	0	17	-4	4	-1	0	-18	4[fluorescence artefact?]	1.2
CCCCC(=O)N=c1sc2cc([N+](=O)[O-])ccc2n1C	14	12	-9	-4	6	9	10	4	1.8
Following part.
SMILES	Hck-Nef inh	EP2 modulator	TbHK1 inh	14-3-3 Bad PPI	Rad51 HR inh	EP2 antag	Calpain2 inh	eIF4E 4G PPI	zVAD death inh
COc1ccc(C(C(=O)NC2CCCC2)N(Cc2cccs2)C(=O)c2ccn[nH]2)cc1OC (stereo not given)	26	-15	7	-9	-8	7	-8	-1	12
CCN1C(=O)c2cccc3c(NC(=O)c4ccc(OC)c(OC)c4)ccc1c23	12	-34	-7	7	-1	10	-28	-4[fluorescence artefact?]	0.7
COc1ccc(C(=O)/C=C/C(=O)N(CC(=O)NC2CCCCC2)Cc2cccs2)c(O)c1	17	-81	5	2	-4	22	-45	1	16
O=C(Cc1cccs1)Nn1c(Cc2cccs2)nc2ccccc2c1=O	-2	-9	3	12	4	1	1	-5	2.4
C=CCn1c(NCCc2ccccc2)nc2c1c(=O)n(C)c(=O)n2C	2	1	-5	-17	-6	-3	20	-3	2.1
Cc1nc2[nH]c(=O)c3c(n2n1)NC1=C(C(=O)CC(C)(C)C1)C3c1ccc(F)cc1 (stereo not given)	1	15	-20	-6[fluorescence artefact?]	4	17	i	6[fluorescence artefact?]	-0.4
COc1cc(/C=N/NC(=O)c2ccccc2Cl)ccc1Oc1ccc([N+](=O)[O-])cn1	21	-32	-11	-10	14	4	-3	5	21
ClC(Cl)c1nnc(-c2ccccc2)c(-c2c[nH]c3ccccc23)n1	3	12	-14	10	3	4	17	2	2.6
c1ccc(CC2CCN(Cc3nc(-c4ccccc4)no3)CC2)cc1	1	26	-3	3	-1	5	13	3	-0.3
Cc1cccc(OCc2nc3c4c(ncn3n2)-c2ccccc2CC42CCCC2)c1	2	9	-1	8	-6	6	44	-2	0.5
COc1ccc(CN2CCN(C)CC2)cc1OCc1ccccc1	0	10	-1	69	6	10	-28	-2	0.2
O=C(CSCc1ccccc1Cl)NCCSc1ccccn1	25	-12	1	-3	3	14	10	1	3.0
CC1Cc2ccccc2N1CC(=O)Nc1ccc(S(N)(=O)=O)cc1 (stereo not given)	-12	-48	-2	-3	-6	8	-35	3	0.8
CCOc1ccc2nc(SCC(=O)N3c4ccccc4Sc4ccccc43)c(C#N)cc2c1	4	-3	12	-63	3	1	-46	13[fluorescence artefact?]	4.9
Cc1ccc(NC(=O)c2ccn(C(=O)Nc3ccccc3)n2)c(C)c1	22	-24	-4	-16	12	3	-28	4	2.9
O=C1CC(c2ccccc2Cl)=NN(c2ncnc3ccccc23)C1=O	-6	-5	3	-2	-4	4	-15	2	4.0
O=C(O)CC1C(=O)OCN1C(=O)OCc1ccccc1 (stereo not given)	1	12	2	17	3	4	-24	-3	-0.3
CCC(=O)Nc1nonc1-c1nc2ccccc2n1CC(C)C	-3	51	1	-3[fluorescence artefact?]	nt	nt	-21	11	1.3
Cc1ccc(Cl)cc1N1CCN(C(=O)CSc2nnc3n2C(C)(C)Cc2ccccc2-3)CC1	0	-48	8	-10[fluorescence artefact?]	2	17	-31	0	-0.4
CN(C)CCNC(=O)c1coc(=O)c(Br)c1	8	18	-35	-8	-2	9	-43	6	-0.2
C=C1SC(=Nc2c(C)cc(C)cc2C)N(C(=O)c2sc3ccccc3c2Cl)C12CCCCC2	9	5	-31	-14	-16	3	-5	-16	-0.4
N#Cc1c(C(F)(F)F)cc(-c2ccccc2Cl)[nH]c1=O	8	30	-17	3	1	6	i	3	0.1
Cc1cc(NS(=O)(=O)c2ccc(NC(=O)CCSc3ccc(F)cc3)cc2)nc(C)n1	15	0	-8	-6	7	13	-20	-4	0.1
Cc1cccc(CNc2ccc(C(CC(N)=O)NC(=O)c3ccccc3)cc2[N+](=O)[O-])c1 (stereo not given)	26	-21	-14	-2	0	19	4	-1	1.0
COc1ccccc1N(C)S(=O)(=O)c1ccc(C(=O)OCC(=O)NCc2cccs2)cc1	14	7	-6	-1	28	6	45	-5	-0.1
(more compounds)
SMILES	Hck-Nef inh	EP2 modulator	TbHK1 inh	14-3-3 Bad PPI	Rad51 HR inh	EP2 antag	Calpain2 inh	eIF4E 4G PPI	zVAD death inh
CC1(C)Cc2cccc(OCC(O)CN3CCN(c4ccccn4)CC3)c2O1 (stereo not given)	-1	-2	-3	1	-10	10	12	2	-0.2
COc1ccc(Oc2cccc(Cl)c2CNC(=O)CCCC(=O)O)cc1	-1	-2	2	-6	17	12	12	4	1.2
O=C(CSc1nnc(Cn2cnc3ccccc32)o1)Nc1cccc2ccccc12	0	5	-2	-10	-4	10	6	4	-0.3
CC(C)(C)OC(=O)N[C@H](Cc1ccccc1)C(=O)N1CCC(C(=O)O)CC1	1	9	27	2	1	11	3	14[fluorescence artefact?]	0.1
CCN(C(=O)CSc1ccc2c(c1)OCCO2)C1CCS(=O)(=O)C1 (stereo not given)	0	23	-4	-11	-2	5	-26	-3	1.2
Cc1ccc(OCCOc2ccc(Br)cc2/C=N\NC(N)=O)cc1	19	24	-12	-1	nt	8	-9	-3	49
CCCn1cc(SCC(=O)NCc2ccco2)c2ccccc21	1	5	-4	-14	1	8	-24	0	-0.4
O=C(NCC(O)c1ccc([N+](=O)[O-])cc1)c1cccc(S(=O)(=O)N2CCCC2)c1 (stereo not given)	21	-19	-4	-6	-78	7	-7	2	0.0
CC(C)CCN1CCC(N)=NC1=O	20	11	1	-15	4	10	-16	-1	1.8
CN(C)/C=C1/C(=O)Nc2ccccc21	0	-14	-42	-17	0	-1	29	11	-0.1
COc1cccc(NC(=O)CSc2ncc(S(=O)(=O)c3ccccc3)c(=O)[nH]2)c1	13	9	-7	1	-16	4	-29	-1	0.7
O=C(Cn1c(=O)oc2ccccc21)c1ccccc1	0	23	3	5[fluorescence artefact?]	-8	10	-17	2[fluorescence artefact?]	-0.3
CN(C)NC(=O)c1ccsc1NC(=O)c1ccc(S(=O)(=O)N2CCCC2)cc1	20	-11	-38	2	nt	6	-7	-4	3.5
CC(C)(C)c1ccc(-c2nc(N)nc(N)n2)cc1	0	-37	-28	2	13	10	-1	7	1.4
CN(CC(=O)O)S(=O)(=O)/C=C/c1ccccc1	7	5	0	-6	26	6	16	0	0.0
N#CC1=C(S)N(c2ccccc2)C(c2ccco2)NC1=O (stereo not given)	26	13&21	-6	-1	0	5&9	-5	3	11
S=c1[nH]nc(Nc2cccc(Cl)c2)s1	8	-2	-6	2	nt	33	-1	17	1.9
Cc1cccc2[nH]c3c(N4CCC5(CC4)OCCO5)ncnc3c12	2	-44	-23	2[fluorescence artefact?]	1	10	-275	1	1.5
O=C(NCc1ccncc1)C(=O)NCC(c1ccccc1)c1ccccc1	1	12	8	-17	4	6	0	0[fluorescence artefact?]	0.0
COc1ccc(-c2cc(C(=O)Nc3ccc(C)cc3)no2)cc1	0	-8	-13	13	-6	2	-59	0[fluorescence artefact?]	1.2
CCCCCC1CC(/C(C)=N/NC(N)=O)OC1=O (stereo not given)	1	7	-9	7	1	17	-8	-5	-0.3
Cc1ccc2c(c1)cc(CN(Cc1ccco1)C(=O)COc1ccccc1)c1nnnn12	-1	11&4	-2	-4	-15	10&10	-3	-7	-0.4
CCC(C)Nc1nc(OCC(F)(F)F)nc(OCC(F)(F)F)n1 (stereo not given)	2	14	29	-5	7	9	-2	-1	-0.6

Compound profiles, as listed above.
Profile of O=C(NCc1ccncc1)C(=O)NCC(c1ccccc1)c1ccccc1 → Hck-Nef inh: 1; EP2 modulator: 12; TbHK1 inh: 8; 14-3-3 Bad PPI: -17; Rad51 HR inh: 4; EP2 antag: 6; Calpain2 inh: 0; eIF4E 4G PPI: 0[fluorescence artefact?]; zVAD death inh: 0.0
Profile of Cc1cccc2[nH]c3c(N4CCC5(CC4)OCCO5)ncnc3c12 → Hck-Nef inh: 2; EP2 modulator: -44; TbHK1 inh: -23; 14-3-3 Bad PPI: 2[fluorescence artefact?]; Rad51 HR inh: 1; EP2 antag: 10; Calpain2 inh: -275; eIF4E 4G PPI: 1; zVAD death inh: 1.5
